From PubChem
dFosB activator = activators of delta FosB homodimer, primary screen, biochemical, fluorescence polarization, TAMRA-CDK5 oligo, single point; activation, % at 25 µM; AID 493131, 2011; purified delta FosB; percent of positive-control signal above neutral wells; 340,000 compounds, 0.99% hits; Protein FosB (Mus musculus), P13346;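 active = mean activation above about 17%, with every replicate also reaching it, limit read from the data, passing the limit was not always enough; inconclusive = only one of the two conditions met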;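 also: fluorescence polarization rise as delta FosB binds a TAMRA Cdk5 AP-1 oligo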
Target sequence (P13346 whole entry, looked up): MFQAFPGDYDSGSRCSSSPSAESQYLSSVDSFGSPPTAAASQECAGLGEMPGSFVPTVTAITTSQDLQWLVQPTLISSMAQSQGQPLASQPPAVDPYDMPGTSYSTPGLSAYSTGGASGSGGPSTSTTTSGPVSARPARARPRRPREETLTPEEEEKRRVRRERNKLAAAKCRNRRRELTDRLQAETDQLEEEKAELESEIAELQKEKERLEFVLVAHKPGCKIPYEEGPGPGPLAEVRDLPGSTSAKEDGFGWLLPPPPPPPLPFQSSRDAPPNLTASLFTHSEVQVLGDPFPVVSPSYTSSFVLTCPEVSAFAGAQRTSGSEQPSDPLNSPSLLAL
SR-BI DiI inh = inhibitors of SR-BI mediated HDL lipid uptake, primary screen, ldlA[mSR-BI] cells, fluorescence, single point; ldlA[mSR-BI] CHO cells, DiI-HDL uptake fluorescence, 3 h; inhibition, % at 12.5 µM; 320,000 compounds, 0.96% hits; AID 488896, 2010;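 active = mean replicate inhibition of at least 70% and a set share of replicates each scoring 70 or more; inconclusive = meets just one of the two criteria; inactive = fails both criteria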;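 also: 0% = median of neutral control wells and 100% = median of positive control wells; values of inactives mirror those of a sister screen read the other way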
HTR5A inv ag = HTR5A inverse agonists in luminescence cell assay, primary screen, counter-screen for OPRM1-OPRD1 heterodimer inverse agonist project, full-deck HTS; 5-hydroxytryptamine receptor 5A (Homo sapiens), P47898; HTR5A cell line, inverse agonism; inhibition, % at 9.3 µM; 340,000 compounds, 0.083% hits; AID 504634, 2011; in the data active = inhibition mostly above about 23%, no sharp cut-off; inactive = mostly below about 18%;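 also: 0% = cells with DMSO and 100% = no-cell wells with DMSO; some compounds called inactive have numbers as strong as hits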
Target sequence (P47898 whole entry, looked up): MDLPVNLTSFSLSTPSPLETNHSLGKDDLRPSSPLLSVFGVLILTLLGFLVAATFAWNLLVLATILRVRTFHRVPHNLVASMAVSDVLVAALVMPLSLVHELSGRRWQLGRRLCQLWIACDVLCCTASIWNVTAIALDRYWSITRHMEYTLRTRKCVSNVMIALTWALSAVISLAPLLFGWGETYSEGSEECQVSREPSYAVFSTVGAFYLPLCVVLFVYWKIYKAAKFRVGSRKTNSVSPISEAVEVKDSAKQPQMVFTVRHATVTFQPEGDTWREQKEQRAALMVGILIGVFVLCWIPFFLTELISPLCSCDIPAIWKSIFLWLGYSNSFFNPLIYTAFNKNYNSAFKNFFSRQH
PvdQ inh = P. aeruginosa PvdQ acylase inhibitors, primary screen, biochemical, fluorescence, plate reader and imaging, single point. PvdQ acylase [Pseudomonas aeruginosa LESB58]. purified PvdQ acylase. inhibition, % at 10 µM. 340,000 compounds, 0.063% hits; in the data active = inhibition above about 30%, passing the limit was not always enough; inconclusive = no clear call, values can overlap the other calls;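 also: 0% = vehicle neutral wells and 100% = reference inhibitor wells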
Wnt act = Wnt/beta-catenin pathway activators, primary screen, cell-based, plate reader, single point; Wnt/beta-catenin reporter cell assay, activator; activation, % at 9.35 µM; 300,000 compounds, 1.2% hits; AID 743398, 2014; in the data active = activation above about 30%, passing the limit was not always enough; inconclusive = no clear call, values can overlap the other calls;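 also: 0% = neutral control wells and 100% = positive control wells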
NSD2 HMT inh = NSD2 histone methyltransferase inhibitors, primary screen, biochemical, AlphaScreen, single concentration, set 2 | Histone-lysine N-methyltransferase NSD2 (Homo sapiens), O96028 | NSD2 peptide methylation, 120 min | inhibition, % at 12.5 µM | 310,000 compounds, 0.54% hits; in the data active = inhibition above about 50%
V-ATPase pH = regulators of yeast V-ATPase proton pumping, primary screen, pHLuorin cytosolic pH fluorescence | S. cerevisiae | response, % at 10 µM | 350,000 compounds, 0.37% hits | AID 504577, 2011; in the data active = response mostly above about 7.3%, no sharp cut-off; inactive = mostly below about 5.4%; also: actives read high; inactives centre near 0; some compounds called inactive have numbers as strong as hits; reference of the scale not given here
MITF TRPM1 HTS = activators of MITF-driven TRPM1 promoter reporter, primary screen, cell-based, SK-MEL-5, luciferase, single point | SK-MEL-5 TRPM1-promoter luciferase, 24 h; % of positive control, neutral wells = 0 | activation, % at 12.5 µM | 300,000 compounds, 0.75% hits | AID 588334, 2011;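 active = mean activation of at least 80% with every replicate also reaching 80%; inconclusive = mean reaches 80% but some replicate falls short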;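 also: 0% = neutral control wells and 100% = parthenolide positive control wells; values of inactives mirror those of a sister screen read the other way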
HTR5A ag ctr = HTR5A agonists in luminescence cell assay, primary screen, counter-screen for OPRM1-OPRD1 heterodimer agonist project, full-deck HTS. AID 504692, 2011. 340,000 compounds, 0.61% hits. cell-based. activation, % at 9.3 µM; in the data active = activation mostly above about 9.5%, no sharp cut-off; inactive = mostly below about 7.6%;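 also: 0% = cells with vehicle only and 100% = reference agonist; strong numbers were not always called active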
CDK5 p35 inh = inhibitors of human CDK5/p35 kinase, primary screen, biochemical, single concentration | Cyclin-dependent kinase 5 (Homo sapiens) + Cyclin-dependent kinase 5 activator 1 (Homo … | Recombinant CDK5/p35, ADP-Glo luminescence, 60 min | inhibition, % at 10 µM | 330,000 compounds, 0.01% hits;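 active = highest replicate inhibition of at least 50% and at least 75% of replicates reaching 50%; inconclusive = only one of the two criteria met; inactive = both criteria failed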;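 also: plate controls were DMSO neutral control for no effect and GW8510 at 10 µM for full effect; many of its hits are not listed in these tables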
* = called active by the depositor; ? = inconclusive; . = no result given; & = joins results of further samples. These rows are one share of the data (hit frequency here may not be typical).

Order of values – PvdQ inh	HTR5A inv ag	SR-BI DiI inh	V-ATPase pH	CDK5 p35 inh	MITF TRPM1 HTS	NSD2 HMT inh	HTR5A ag ctr	dFosB activator	Wnt act
> COP(=S)(OC)Oc1ccc(SC)c(C)c1
→ 8	-11	14	3	0.1	-4	-1	3	0	-1
> CCOC(=O)C(O)(c1ccc(N(C)C(=O)c2ccc(Cl)c(Cl)c2)cc1)C(F)(F)F (stereo not given)
→ 0	5	28	-2	.	-20	-5	3	-13	-8
> O=C1NC(=S)NC(=O)C1Cc1ccccc1O
→ 3	-17	-34	-3	0.6	4	0	4	1	9
> CC(CCN1CC1)=NNC(=O)Nc1cccc2ccccc12
→ -25	1	-1	-5	-7.0	-7	-1	0	-1	-5
> CCOC(=O)c1c(C)c(C(=O)N2CCC3(CC2)OCCO3)c(C)n1CC
→ 2	2	-13	-1	-1.8	0	.	10*	-15	.
> CCCn1ncc(C(=O)O)c1C
→ -13	-5	-12	-2	-1.4	-5	-1	2	3	.
> O=P(O)(O)C12CC3CC(CC(C3)C1)C2
→ -14	-4	-3	0	-0.5	5	-5	4	-4	-6
> CCOC(=O)[C@@]12C(=O)C(=O)N[C@]1(c1ccccc1)C1OCCCC12 (stereo not given in full)
→ -6	11	-5	2	1.4	-4	-5	-4	-8	-2
> Cc1c(C=C2C(=O)N(C)C(=O)N(C)C2=O)c(=O)n(-c2ccccc2)n1C
→ -20	-9	-12	3	2.7	-7	-1	3	-5	.
> CC(=O)NC(Cc1ccc(N(CCCl)CCCl)cc1)C(=O)NC(C(=O)O)C(C)C (stereo not given)
→ -3	-11	9	-1	-0.7	4	.	5	6	0
> CCC1(C)CN(S(=O)(=O)OCC(Cl)(Cl)Cl)C(=O)N1 (stereo not given)
→ -17	2	-17	-1	-0.4	-1	.	0	6	-1
> O=C(CCC(=O)N1CC2C[C@@H](C1)Cn1c2cccc1=O)NCCc1ccccc1F
→ 16	24	-17	0	2.9	-2	.	0	-7	-1
> O=CNc1ccc(OP(=O)(Oc2ccccc2)Oc2ccccc2)cc1
→ -9	18	.	2	-0.3	4	7	-7	-12	-4
> CCC(COC(=O)c1cc(OC)c(OC)c(OC)c1)(c1ccccc1)N(C)C (stereo not given)
→ -3&9&-4	17&-4	52&42&18	1&0	0.2&-0.2	9&-13	.	-5&1	-14&-4	-2&-2
> COc1ccccc1N1C(=O)NC(=O)/C(=C/c2ccc3c(c2)Cc2ccccc2-3)C1=O
→ 9	17	12	4	-1.9	1	7	-7	-9	3
> CCN1CC=C(c2c[nH]c3ccccc23)CC1
→ -10	-29	-23	-5	0.5	2	13	4	-1	.
> CN1CCN(Cc2c(F)cccc2Cl)CC1
→ -7	12	6	-5	-0.6	.	1	-4	-7	-1
> CC1(O)C[C@]2(C)N(O)C3CCCC[C@@H]3N2O1 (stereo not given in full)
→ -5	-6	5	0	-0.4	4	0	3	-2	.
> O=C(Cn1ncc2ccsc2c1=O)N1CCC2(CC1)OCCO2
→ 0	30	16	0	0.3	7	42	4	-6	1
> O=C1NC(=O)N(c2ccc(Cl)cc2)C(=O)/C1=C/c1coc2ccc(O)cc2c1=O
→ 2	-30	.	5	-2.4	-6	5	3	3	3
> CCOC(=O)c1c(N)n(Cc2ccccc2)c2nc3ccccc3nc12
→ 2	-4	1	1	0.1	-8	-1	1	1	.
> Cc1cc(N(CCCl)CCCl)ccc1C=NNC(=O)c1cccnc1
→ ?	4	89*	4	-0.3	-7	-1	-1	-12	-1
> Cc1cc(NC(=O)C(Cl)(Cl)Cl)no1
→ -10	-22	-16	8	-1.7	6	-2	-1	-10	3
> CCC12CN3CCN(CC(C3)/C1=N/NC(N)=O)C2
→ 0	9	-11	0	-3.0	-12	1	-3	-12	1
> O=[N+]([O-])c1ccc(NCCCN2CCOCC2)c2ncccc12
→ -3	4	13	-1	-5.6	1	4	3	10	15
> COCCNC(=O)c1c(N)n(Cc2ccco2)c2nc3ccccc3nc12
→ -22	15	8	-7	0.4	6	-7	-2	-13	-1
> COc1ccc(OC)c(-n2c(O)c(C=NCc3ccc4c(c3)OCO4)c(=O)[nH]c2=O)c1
→ 2	4	-17	6	3.5	14	.	-2	-15	.
> CC(C)CN1CCN(Cc2ccc(F)cc2Cl)CC1CCO (stereo not given)
→ -11	-4	.	3	-2.9	-5	16	-4	-13	0
> CC(=O)O[C@H]1[C@H]2O[C@]23[C@@H]2CC[C@]4(O)C[C@@H](O)CC[C@]4(C)C2CC[C@]3(C)[C@H]1c1ccc(=O)oc1 (stereo not given in full)
→ 7	-111	-23	7	-0.1	-77	.	33*	5	.
> CCOC(=O)[C@]12Cc3cc4c(cc3[C@H]1N(Cc1ccccc1)C(=O)c1ccccc12)OCO4
→ 0	-6	-2	-2	-0.1	-3	.	2	1	-3
> Cc1c(N)c(C)c([N+](=O)[O-])c(C)c1[N+](=O)[O-]
→ -14	-10	-26	-4	0.8	9	1	4	-1	-4
> O=C(CN1CC=C(c2ccccc2)CC1)Nc1c(Cl)cccc1Cl
→ -2	-20	-13	1	-1.2	-13	1	8	-7	-7
> CC(=O)N1N=C2C3CCN(CC3)C2C1c1ccc(Br)cc1 (stereo not given)
→ -9	16	.	7	-8.8	3	0	-3	-2	2
> O=[N+]([O-])c1ccc2c(c1)C(c1ccccc1)=NCCN2
→ -9	8	1	-3	0.1	-11	0	-2	-6	-1
> N#CCCn1cc(C(=O)Nc2ccccc2Br)c(-c2ccc3c(c2)OCCO3)n1
→ -6	11	22	1	1.9	16	-2	2	-5	.
> Cc1ccc(N(C)C(=O)Oc2ccc(C(=O)c3ccc(Cl)cc3)cc2)cc1
→ -9	-15	-17	0	-1.3	-1	6	-2	-2	.
> Clc1cccc(N2CCNCC2)c1
→ 1	-23	-16	-2	1.0	14	.	4	5	1
> O=C(Nc1ccccc1F)OC1CN2CCC1CC2 (stereo not given)
→ -10	2	84*	1	-0.7	.	-1	-3	2	1
> C=CCn1c(=O)c(C=Nc2c(OC)cccc2[N+](=O)[O-])c(O)n(CCCC)c1=O
→ -21	8	32	0	-3.7	-14	.	4	-4	-3
> CC(C)OP(=O)(OC(C)C)C(NCc1ccccc1)c1ccccc1 (stereo not given)
→ 12	9	13	-4	1.9	7	-2	-4	-1	-1
> CCN1CCN(C(=O)COc2ccc(S(=O)(=O)NC(C)C)cc2)CC1
→ -14	5	-25	3	4.2	-3	-2	8	2	0
> CCOP(=S)(OCC)SCSP(=S)(OCC)OCC
→ -3	-8	-7	-2	1.4	-8	-7	2	2	1
> O=C(Cc1ccccc1)N1CCN(Cc2cccnc2)CC1
→ -1	-13	5	2	-1.2	4	11	0	-4	.
> C=CCN1CCC2(C)c3cc(O)ccc3CC1C2C (stereo not given)
→ -10	-31	11	4	0.1	5	.	0	-1	0
> COC(=O)C1=C(c2ccccc2)C[C@@H]2CC[C@H]1N2C(=O)NCc1ccc(C(F)(F)F)cc1
→ -3	-11	-25	1	-3.0	-6	.	2	-2	-2
> COC(=O)C1=COC(C)C2CN3CCC4(C(=O)Nc5ccccc54)C3CC12 (stereo not given)
→ -2	21	-19	-3	0.8	-1	.	1	-8	-2
> COC(=O)C1C2c3ccccc3OC1(C)N=c1s/c(=C/c3cn(C)nc3C)c(=O)n12 (stereo not given)
→ -12	10	15	4	-1.3	-11	.	-3	-18	-2
> O=P(O)(O)Cc1c(Cl)cccc1Cl
→ -13	15	-23	2	-9.9	-6	-2	-6	-5	-6
> CCOC(=O)C1(CCc2ccccc2)CCN(Cc2ccc(NC(C)=O)cc2)CC1
→ 12	2	-4	-1	1.8	.	0	-1	-4	-1
> CC(=O)C1CCC2C3C(N4CC4)CC4=CC(=O)CCC4(C)C3CCC12C (stereo not given)
→ -5	-29	2	4	-1.2	-4	1	7	-2	-2
> COC(=O)N(c1ccccc1)P1(=S)OCCO1
→ -8	6	-6	3	-2.6	7	1	-2	0	-2
> C[C@]12CCC3C(C(=O)C[C@H]4C[C@@H](O)CC[C@]34C)C1CCC2=O (stereo not given in full)
→ 0	-5	-12	0	0.0	-1	-3	1	3	-2
> Cc1c(Cl)cccc1N1C(=O)NC(=O)/C(=C\c2cc(C)n(-c3cccc(C(=O)O)c3C)c2C)C1=O
→ 8	-22	-13	-2	-2.7	.	27	6	-14	1
> N#CCCn1cc(C(=O)Nc2ccccc2Br)c(-c2ccc([N+](=O)[O-])cc2)n1
→ -5	14	52	-1	0.3	-8	-1	-5	7	-4
> COc1ccc(CNCCc2ccc3c(c2)OCO3)cc1Br
→ -10	1	-35	4	1.6	-19	9	0	2	0
> C[C@]12CCC3[C@@H](CC[C@@H]4C[C@H](O)CC[C@]34C)[C@@H]1CCC2=O (stereo not given in full)
→ 6	18	-3	0	-1.1	-5	.	-1	0	0
> Cc1cc(C)n(-c2ccc(NN=C(C#N)C#N)cc2)n1
→ -4	-1	34	8	-0.9	-9	8	0	-15	4
